Screening data deposited in PubChem by several laboratories.
Hep lipid drop: hepatic lipid droplet formation modulation; AML12 mouse hepatocytes, oleate lipid droplets, BODIPY imaging; inhibition, % at 6.5 µM; hit rate 0.4% among 240,000; AID 1656;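 active = lipid droplet intensity inhibited by at least 50%, with more than 500 cells counted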
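Material: mouse AML12 hepatocyte cell line, fixed after treatment; Timing: compound with oleate, overnight; Technique: high-content imaging of BODIPY-stained droplets and DAPI nuclei; Probe or stimulus: oleate, 100 µM final; Dosing: compound at 6.5 µM only.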
MT stabilize HCS: stabilizes microtubules in HeLa cells | HeLa tubulin immunostaining HCS, 24 h; share of cells brighter than vehicle mean+2SD | % tubulin-high responders, % at 10 µM | hit rate 0.83% among 200,000;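 active = plate Z-score above 3 for both tubulin-high and condensed-nucleus cell shares, with cell loss under 80%, at 10 µM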;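 also: anti alpha tubulin signal scored within the nucleus-defined area of each cell; some results filed as inactive read as strong as hits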
WT yeast gro inh: growth inhibition of WT yeast, mitochondrial fusion screen; hit rate 2.1% among 190,000; inhibition, % at 10 µM; AID 1362; mitochondrial fusion phenotypic screen, WT strain; in the data active = inhibition above about 58%; tested in S. cerevisiae
XIAP displacement: small molecules displacing peptide from XIAP – biochemical, IAP family, fluorescence polarization (AID 1018); XIAP BIR domain, fluorescence polarization peptide displacement; higher % means a stronger effect; one-dose displacement, % at 20 µM; IC50 in µM for titrated hits; hit rate 0.007% among 200,000; in the data active = displacement above about 50%; also: a part of the inactive calls stands beside numbers as strong as those of hits
Autophagy HCS: alters autophagy in cells; MEF GFP-LC3 puncta imaging; test concentration mostly 10 µM; calls only at 10 µM (by protocol); hit rate 0.98% among 190,000; AID 463193;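 active = percentage of spot-positive cells more than 3 SD above its plate mean, without a fluorescence outlier flag or 80% toxicity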;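 also: spot-positive cell cutoff set from DMSO-treated cells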
Insulin prom up: MIN6 insulin promoter up-regulation; hit rate 0.3% among 190,000; z-score at 5 µM; AID 1625; MIN6 insulin promoter-GFP reporter, high-content imaging; active compounds read high;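 active = z-score above 3 at 5 µM with at least 500 cells counted in the well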
bCat nuc transl: beta-catenin nuclear translocation modulation; AID 1665; HeLa beta-catenin nuclear translocation, immunofluorescence imaging; hit rate 0.3% among 190,000; nuclear translocation activity, % at 5 µM;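 active = nuclear translocation activity above 50% at 5 µM, with a well cell count of 50 or more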;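 also: per-cell ratio of nuclear to cytoplasmic median beta-catenin stain intensity; plate controls were DMSO negative control for no effect and GSK-3 inhibitor IX positive control for full effect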
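Test system: HeLa cells, endogenous beta-catenin; Compound: single 5 µM dose plus 0.02–20 µM confirmation series; Times: compound exposure 24 h at 37°C; Signal: fluorescence imaging of beta-catenin antibody stain plus DAPI; Read-out: % activation, nuclear-to-cytoplasmic median beta-catenin signal ratio per cell.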
Dynein transport: dynein cargo transport inhibition | hit rate 0.47% among 220,000 | 3617.4 mouse cells, GR-EGFP nuclear translocation imaging; test concentration mostly 20 µM; stimulated with dexamethasone, 1 µM; active compounds read low | z-score, hits read low;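 active = plate z-score of nuclear minus cytoplasmic receptor signal below a set negative limit, without overly bright fluorescence or cell loss, cut at about -3.5 in these data, passing the limit was not always enough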;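 also: z-score of nuclear minus cytoplasmic ring GR-EGFP intensity difference per well; some compounds called inactive have numbers as strong as hits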
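Also added: dexamethasone, 1.0 µM final. Medium: tet-free, stripped-serum medium. Detection: fixed, Hoechst-stained cells imaged at 10x for EGFP. Read-out: nuclear-to-cytoplasmic GR-EGFP distribution per well. Times: induction 48 h, compound 1 h, agonist 30 min.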
ER stress rescue: rescue of cells from ER stress-induced death, primary screen, 384-well, CSM14.1, thapsigargin, ATP luminescence (AID 1222); CSM14.1 thapsigargin-induced death rescue, ATP luminescence; higher % means a stronger effect; cellular ATP content (survival), % at 20 µM, or EC50 in µM where a hit was titrated; 190,000 tested, under 10 active;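 active = EC50 below 50 µM in the dose-response confirmation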;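 also: death triggered by thapsigargin at about 15 µM added after 2 h compound pretreatment; cell ATP read after overnight thapsigargin exposure of roughly 18 to 22 hours; normalized against plate controls of thapsigargin alone and 5% DMSO vehicle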
WT yeast gro inh mutant strain: second read-out of WT yeast gro inh, no call of its own (marks repeat the call); inhibition, %; mitochondrial fusion phenotypic screen, mutant strain inhibition
Dynein transport cytoplasmic EGFP: recorded beside Dynein transport, whose call it bears; z-score; measured here: cytoplasmic GR-EGFP intensity; active compounds read high
Dynein transport nuclear GR-EGFP: also measured in Dynein transport; calls as there; z-score; measured here: nuclear GR-EGFP intensity;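 lower value marks the stronger effect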
Dynein transport cell count: further read-out of Dynein transport, marked with its call; z-score; measured here: cell count per field
Insulin prom up cell count: also measured in Insulin prom up; calls as there; cell count; measured here: cytotoxicity, nuclei count;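 total cells summed across four imaged fields per well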
Hep lipid drop cells 6.5 µM: further read-out of Hep lipid drop, marked with its call; cell count; measured here: cell count, cytotoxicity flag;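 cells counted across two imaged fields per well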
bCat nuc transl cell count 5 µM: recorded beside bCat nuc transl, whose call it bears; cell count; measured here: cell count, cytotoxicity flag
MT stabilize HCS Hoechst-high %: also measured in MT stabilize HCS; calls as there; % Hoechst-high responders; measured here: nuclear condensation Hoechst responders;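 share of cells brighter than vehicle mean plus two SD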
MT stabilize HCS cytotoxicity %: recorded beside MT stabilize HCS, whose call it bears; toxicity, %; measured here: cytotoxicity by cell density;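 0% = mean cell density of plate MIN control wells and 100% = no cells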
Autophagy HCS cell loss 18 h: also measured in Autophagy HCS; calls as there; toxicity, %; measured here: cell loss, nuclei count;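 cell loss after 18 h compound exposure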
Starred values were filed as active, the others as inactive; i = inactive; . = no result given.

Order of results: Hep lipid drop	Hep lipid drop cells 6.5 µM	MT stabilize HCS	MT stabilize HCS Hoechst-high %	MT stabilize HCS cytotoxicity %	WT yeast gro inh	WT yeast gro inh mutant strain	XIAP displacement	Autophagy HCS	Autophagy HCS cell loss 18 h	Insulin prom up	Insulin prom up cell count	bCat nuc transl	bCat nuc transl cell count 5 µM	Dynein transport	Dynein transport cytoplasmic EGFP	Dynein transport nuclear GR-EGFP	Dynein transport cell count	ER stress rescue
[1] O=C(/C(=C/c1ccccc1)n1cncn1)c1ccc(Cl)cc1Cl
    -8.1	593	3.5	1.5	0.8	47.7	32.8	-2.5%	i	1.5	0.02	1354	-0.2	1072	-1.82	-0.0742	-1.23	0.98	-2.5%
[2] CC(=O)c1c(COC(=O)c2ccco2)nc2ccccc2[n+]1[O-]
    5.4	683	.	.	.	.	.	4.7%	.	.	-0.74	862	2.1	996	.	.	.	.	1.4%
[3] CCc1cccc2c(C(=O)COC(=O)/C=C/c3ccc(O)c(OC)c3)c[nH]c12
    2.1	680	5.8	2.8	9.9	11.4	-11.6	-2.7%	i	8.7	-0.38	1369	-0.5	1159	0.338	-0.199	0.71	-1.17	-0.7%
[4] Cc1ccccc1Cn1c(Cc2ccccc2)nc2ccccc21
    .	.	0.9	1.5	4.8	77.0*	69.1*	-0.5%	i	-0.6	-0.13	1601	-0.8	1347	-0.815	-0.207	-0.436	0.286	-0.3%
[5] CCOC(=O)Cc1csc(NC(=O)Nc2ccc(C)cc2)n1
    -11.4	668	.	.	.	.	.	.	.	.	0.11	1047	-0.7	1360	0.0843	-0.18	-0.228	0.506	.
[6] Cc1oc(-c2ccc(Cl)cc2)nc1CN1CCCC(C(=O)NCCCN2CCOCC2)C1 (stereo not drawn)
    .	.	5.1	2.3	8.6	-20.8	9.7	-1.5%	i	7.8	0.01	1205	-1.7	951	1.06	-0.209	0.715	-1.44	-0.2%
[7] CC(NC(=O)COC(=O)CCc1nc(=O)c2ccccc2n1C)c1ccccc1 (stereo not drawn)
    0.9	634	1.3	0.8	8.7	-1.3	15.1	-6.6%	i	0.2	0.12	1222	-1.3	1106	-0.531	0.181	0.509	-0.286	3.4%
[8] CCCN(C(=O)CSc1nnnn1C)c1c(N)n(Cc2ccccc2)c(=O)[nH]c1=O
    5.6	678	1.5	0.9	3.6	-4.1	-15.2	-3.4%	i	-6.4	-1.37	1431	-2.6	1116	2.04	0.0876	1.05	-0.618	-0.2%
[9] CCOC(=O)Cc1csc(NC(=O)COc2ccc(N(C)S(=O)(=O)c3cccs3)cc2)n1
    .	.	3.9	3.3	11.9	3.8	-4.7	-7.2%	i	3.6	-0.08	1069	1.2	1171	-0.288	-0.164	0.252	0.756	2.1%
[10] O=S(=O)(c1ccccc1)N1CCN(Cc2cccc(Cl)c2)CC1
    2.2	811	2.3	1.8	11.4	5.1	13.7	-4.5%	i	3.3	-0.43	1182	-0.1	1210	-0.684	-0.261	-0.912	-0.175	-1.0%
[11] Cc1ccc(S(=O)(=O)N(CC(=O)NCc2ccco2)Cc2ccccc2F)cc1
    -20.6	636	2.3	2.0	1.9	-5.9	4.1	-0.7%	i	-3.4	0.04	1866	0.7	1026	-1.11	-0.171	-1.16	-0.209	-2.4%
[12] CC(C)(C)NC(=O)NC(=O)CSc1nnc2ccccn12
    .	.	3.0	2.0	5.0	-7.0	2.9	-23.7%	i	-1.8	2.56	1378	-2.3	1486	-0.353	-0.148	0.0063	0.175	1.1%
[13] O=C(c1ccc(N2CCCC2=O)cc1)N1CCN(c2ccccc2)CC1
    .	.	8.4	2.6	3.2	18.4	-15.9	-0.2%	i	12.5	0.05	1466	-1.7	1406	0.149	-0.486	0.365	0.188	-0.6%
[14] CC1(C)CC(=O)C(C=NCCN2CCN(C(=O)C34CC5CC(CC(C5)C3)C4)CC2)=C(O)C1
    14.3	785	.	.	.	.	.	-0.6%	.	.	.	.	2.4	1030	.	.	.	.	-3.5%
[15] O=C(NNc1ccccn1)c1ccccc1CC[N+](=O)[O-]
    6.5	679	3.3	2.0	14.9	-8.9	2.1	-6.2%	i	-0.2	-0.52	1255	-0.2	1047	-1.09	-0.204	-0.626	0.523	0.0%
[16] Cc1ccc(C(=O)O/N=C2\CC3CCC2(C)C3(C)C)cc1 (stereo not drawn)
    -5.9	733	1.2	1.1	0.8	4.0	0.4	-5.5%	i	1.3	.	.	.	.	-0.782	-0.246	-0.346	0.479	-0.8%
[17] C=CCc1cc(Cl)ccc1OCCOCCNC(C)CC (stereo not drawn)
    -8.7	718	2.4	1.3	8.7	18.1	32.2	-10.5%	i	20.2	0.23	1325	-0.2	1109	-0.0527	-0.273	0.132	0.587	-3.7%
[18] CN(Cc1ncc[nH]1)C(=O)CC1C(=O)NCCN1Cc1c(F)cccc1Cl (stereo not drawn)
    -1.2	770	4.1	2.1	3.2	-0.6	5.2	-4.4%	i	5.5	1.44	1582	-1.5	1621	-0.536	-0.284	-0.137	0.826	1.1%
[19] COc1ccc(CNC(=O)c2cnc(C)cn2)c(OC)c1
    .	.	2.3	1.2	8.7	18.2	23.8	-4.6%	i	40.0	-0.38	1110	3.9	736	-0.111	-0.224	0.123	0.114	2.5%
[20] CN1CCN(Cc2nc3c([nH]2)c(=O)[nH]c(=O)n3C)CC1
    .	.	2.0	1.9	6.1	2.8	2.7	-1.5%	i	7.5	-0.03	1121	4.6	1111	2.02	0.194	1.65	-0.546	-1.4%
[21] CCCCn1c(SCC(=O)NCC2CCCO2)nc2ccc(N3CCOCC3)cc2c1=O (stereo not drawn)
    5.4	715	2.7	3.3	4.7	5.4	-32.9	-12.2%	i	9.2	-0.51	1289	.	.	-0.652	-0.189	-0.112	0.325	-1.6%
[22] CCOC(=O)c1ccccc1NCN1C(=O)CSC1=O
    -19.3	660	3.1	3.1	7.0	-8.1	-7.2	-7.6%	i	-39.0	0.19	1595	-0.1	989	-1.19	-0.113	-0.13	0.733	-2.7%
[23] Cc1occc1C(=O)Nc1sc2c(c1C(N)=O)CCCCC2
    1.9	717	3.3	2.3	5.5	-4.5	-3.0	-7.4%	i	-1.3	-0.28	1244	.	.	-0.377	-0.16	-0.32	0.207	-3.9%
[24] Cc1ccc(-c2nnc(SCC(=O)CC(=O)Nc3ccccc3)n2C)cc1
    -5.9	732	3.4	2.9	6.0	13.6	8.7	-4.6%	i	-14.8	.	.	.	.	0.173	-0.242	0.447	-0.91	-0.3%
[25] Cc1ccccc1/C=C/c1cc[n+](C)cc1
    -12.6	612	2.6	1.6	1.6	-4.1	0.0	-8.2%	i	9.5	0.25	1196	2.8	1063	-0.934	-0.281	-0.412	-0.268	0.6%
[26] Cc1ccc(C)c(N(C(=O)Cn2nnc(-c3cccs3)n2)C(C(=O)NC2CC2)c2ccc(C)o2)c1 (stereo not drawn)
    -5.2	745	3.2	3.0	5.2	-7.9	0.0	-3.7%	i	-12.0	-0.95	907	-6.5	1160	0.88	-0.134	0.579	-0.316	3.4%
[27] COc1cc(OC)c(-c2nc3c[n+](CC(=O)c4ccccc4)ccc3n2C)cc1OC
    15.4	675	2.7	2.4	12.1	9.7	3.6	-4.7%	i	13.6	-1.53	520	0.8	983	0.934	-0.207	0.22	-0.686	-3.2%
[28] COc1ccc(-c2nc3ccccc3o2)cc1NC(=O)CSc1ccc(Cl)cc1
    7.9	680	3.4	2.9	5.4	1.4	8.6	-4.5%	i	8.1	-0.52	1527	-1.8	1121	-0.453	0.325	-0.15	-0.148	0.8%
[29] C/C(CC(=O)Nc1cccc(C(F)(F)F)c1)=N\NC(=O)C1CCCCC1
    2.1	706	2.2	1.4	13.0	-14.3	-8.1	-8.0%	i	0.8	0.62	1483	-0.5	1481	1.86	-0.244	0.0733	0.547	0.9%
[30] O=C(Nc1nc2ccccc2[nH]1)c1cccc([N+](=O)[O-])c1
    16.1	704	5.4	2.0	2.9	7.6	6.8	2.4%	i	14.6	0.08	1463	1.7	917	0.104	-0.231	0.00201	0.22	-1.6%
[31] CC(C)Cc1c2c([nH]c(=S)c1C#N)CCCC2
    -1.2	765	5.9	2.5	9.1	-6.0	-11.2	-3.7%	i	2.4	0.1	1331	.	.	-0.0499	-0.0604	-0.379	-0.146	-3.4%
[32] N#C/C(=C\c1cc(Cl)ccc1O)C(=O)NC1CCCCC1
    .	.	3.3	2.7	10.4	0.7	2.9	-2.0%	i	-39.5	-1.04	1234	1.4	803	-0.852	-0.0757	-0.494	0.659	-0.4%
[33] O=C(NCCN1CCOCC1)c1ccc2c(c1)N(Cc1ccc(F)cc1)C(=O)CS2
    1.4	695	1.9	1.3	0.1	14.0	5.5	-3.0%	i	-3.0	.	.	-0.3	1104	-0.634	-0.273	-0.248	2.01	0.2%

Exported screen by screen: 2 of the compounds above.
13	O=C(c1ccc(N2CCCC2=O)cc1)N1CCN(c2ccccc2)CC1
14	CC1(C)CC(=O)C(C=NCCN2CCN(C(=O)C34CC5CC(CC(C5)C3)C4)CC2)=C(O)C1
assay / compound	13	14
Hep lipid drop	.	14.3
Hep lipid drop cells 6.5 µM	.	785
MT stabilize HCS	8.4	.
MT stabilize HCS Hoechst-high %	2.6	.
MT stabilize HCS cytotoxicity %	3.2	.
WT yeast gro inh	18.4	.
WT yeast gro inh mutant strain	-15.9	.
XIAP displacement	-0.2%	-0.6%
Autophagy HCS	i	.
Autophagy HCS cell loss 18 h	12.5	.
Insulin prom up	0.05	.
Insulin prom up cell count	1466	.
bCat nuc transl	-1.7	2.4
bCat nuc transl cell count 5 µM	1406	1030
Dynein transport	0.149	.
Dynein transport cytoplasmic EGFP	-0.486	.
Dynein transport nuclear GR-EGFP	0.365	.
Dynein transport cell count	0.188	.
ER stress rescue	-0.6%	-3.5%
